H1N1 NS1A inhibition – H1N1 influenza NS1A inhibitors, functional cell based assay (AID 504329); 0.3% of 340,000 active; NS1A functional cell-based assay, percent inhibition; higher % means a stronger effect; inhibition, % at 12.5 µM; hits with a dose series show IC50 in µM; in the data active = a potency from the dose series; inconclusive = inhibition above about 27% without an active follow-up result; also: strong numbers were not always called active
Salmonella PhoP GFP – Inhibition of PhoP regulon, Salmonella typhi GFP reporter cells, confirmation, 4 h (AID 1850). Salmonella Typhi PhoP-promoter GFP reporter, fluorescence, 4 h; higher % means a stronger effect. inhibition, % at 50 µM, or IC50 in µM where a hit was titrated. 0.33% of 310,000 active; in the data active = a potency from the dose series; inconclusive = inhibition mostly from about 25% at the one dose, without a potency; inactive = the rest, 99 in 100 with inhibition below about 19%;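 also: 0% = induced wells with vehicle and 100% = uninduced wells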
M. tuberculosis HTS – M. tuberculosis growth inhibition, HTS (AID 449762); one-dose inhibition, % at 25 µM; IC50 in µM for titrated hits; 0.59% of 330,000 active; M. tuberculosis H37Rv growth inhibition, 7H9 media; higher % means a stronger effect; in the data active = a potency from the dose series; inconclusive = inhibition above about 70% without an active follow-up result;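 also: bacterial growth assessed after seven days of incubation; strong numbers were not always called active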
tuberculosis growth – growth inhibition of non-replicating M. tuberculosis (AID 488890); Mycobacterium tuberculosis non-replicating, growth inhibition; higher % means a stronger effect; inhibition, % at 25 µM; hits with a dose series show IC50 in µM; 0.39% of 320,000 active; in the data active = a potency from the dose series; inconclusive = inhibition mostly from about 82% at the one dose, without a potency; inactive = the rest, 99 in 100 with inhibition below about 76%;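 also: plate controls were DMSO cells for no effect and high antibiotic wells for full effect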
inhibitors of VEEV – inhibitors of VEEV TC-83 cytopathic effect, confirmation, Vero cells (AID 588727); inhibition, % at 20 µM, or IC50 in µM where a hit was titrated; 0.13% of 350,000 active; Vero cells, VEEV TC-83 cytopathic effect inhibition; higher % means a stronger effect; in the data active = a potency from the dose series; inconclusive = inhibition mostly from about 14% at the one dose, without a potency; inactive = the rest, 99 in 100 with inhibition below about 12%; also: strong numbers were not always called active
inhibitors of VEEV 10K pilot screen – recorded beside inhibitors of VEEV, whose call it bears; inhibition, %; measured here: 10K pilot screen inhibition
* hit, by the source's call; i = inactive; ? = inconclusive; . = not tested or not shown.

SMILES	H1N1 NS1A inhibition	Salmonella PhoP GFP	M. tuberculosis HTS	tuberculosis growth	inhibitors of VEEV	others
COc1ccc(-c2nnc3ccc(SCC(=O)NCc4ccco4)nn23)cc1	18%	-7%	0%	-5%	3.5%
O=C(c1c(F)cccc1F)N1CCN(c2cccc(C(F)(F)F)c2)CC1	-10%	14%	4%	16%	i
CCCOc1c(Br)cc(C2C3=C(CCCC3=O)N(CC)C3=C2C(=O)CCC3)cc1OC	-1%	4%	0%	26%	2.3%
COc1ccc(C(=O)Cn2cc[n+](C)c2)cc1	3%	-2%	2%	1%	i
Cc1ccccc1CNC(=O)CN(c1ccccc1Cl)S(C)(=O)=O	-8%	-2%	2%	1%	0.4%
NC(=O)N/N=C/c1cccc(C(F)(F)F)c1	3%	14%	4%	-11%	4.0%
CSCCC(NC=O)C(=O)NC(C)C(=O)O (stereo not given)	-9%	.	.	.	0.1%
COc1ccc(C(=O)Nc2c(N)nc[nH]c2=O)cc1	0%	0%	-9%	-5%	i
Cc1cc(C)nc(NC(=O)c2ccc(C)c(C)c2)n1	-2%	-6%	3%	-4%	1.2%
O=C(Nc1ccccn1)c1ccc(=O)[nH]n1	1%	7%	-2%	-4%	0.2%
CC1CCCC(C)N1C(=O)COc1cccc(Oc2ccccc2)c1 (stereo not given)	-7%	.	-7%	70%	0.2%
O=C1NCC2=C1C(c1ccc(Br)cc1)Nc1ccccc1N2 (stereo not given)	-2%	-14%	-9%	7%	1.6%
COc1cccc(NC(=S)NCCN2CCOCC2)c1	-6%	1%	-3%	-13%	0.1%
COc1ccc(NC(=O)COC(=O)CCCOc2ccc(Cl)cc2Cl)cc1Cl	-5%	-4%	?	74%	0.5%
COC(=O)c1ccccc1NC(=O)Cn1cnc2c(cnn2-c2ccc(C)c(C)c2)c1=O	.	-15%	-4%	-10%	.
C[C@H](NC(=O)[C@@H]1Cc2ccccc2CN1C(=O)OC(C)(C)C)C(=O)NCc1ccco1	7%	1%	-10%	1%	i
COc1ccc(C2N(C(=O)CN3CCCC3)CCCN2S(=O)(=O)c2ccccc2)cc1 (stereo not given)	-5%	-11%	-9%	24%	i
CCOC(=O)Nc1nc2ccccc2s1	-10%	-3%	4%	.	6.7%
Cc1cc(Cl)ccc1OCCn1cncn1	-8%	-5%	-1%	-18%	0.6%
COc1ccc([N+](=O)[O-])cc1NS(=O)(=O)c1cc(C(=O)O)ccc1OC	2%	16%	6%	-15%	6.8%
CCC(=O)N1c2ccc(S(=O)(=O)N3CCN(C)CC3)cc2CC1C (stereo not given)	-4%	9%	11%	0%	i
CN(C)C(=O)CSc1nnc(-c2ccc(F)cc2)c2ccccc12	12%	-4%	5%	14%	4.2%
COc1cc(/C=N/OCC(=O)NC2CCS(=O)(=O)C2)ccc1OC(F)F (stereo not given)	0%	10%	0%	15%	i
Cc1ccccc1NC(=O)/C(=C\c1cccs1)NC(=O)c1ccccc1	8%	9%	-10%	0%	5.6%
COCCNC(=O)Cn1ccc2cc(S(=O)(=O)N3CCCCC3)ccc21	5%	13%	-2%	-6%	3.8%

Random excerpt: three compounds from above
SMILES	H1N1 NS1A inhibition	Salmonella PhoP GFP	M. tuberculosis HTS	tuberculosis growth	inhibitors of VEEV	others
O=C1NCC2=C1C(c1ccc(Br)cc1)Nc1ccccc1N2 (stereo not given)	-2%	-14%	-9%	7%	1.6%
Cc1cc(Cl)ccc1OCCn1cncn1	-8%	-5%	-1%	-18%	0.6%
Cc1ccccc1CNC(=O)CN(c1ccccc1Cl)S(C)(=O)=O	-8%	-2%	2%	1%	0.4%

Taken from the entries so far for reference:
SMILES	H1N1 NS1A inhibition	Salmonella PhoP GFP	M. tuberculosis HTS	tuberculosis growth	inhibitors of VEEV	others
COc1ccc(-c2nnc3ccc(SCC(=O)NCc4ccco4)nn23)cc1	18%	-7%	0%	-5%	3.5%
O=C(c1c(F)cccc1F)N1CCN(c2cccc(C(F)(F)F)c2)CC1	-10%	14%	4%	16%	i

Back to the main list with the 2 entries that preceded the break.
SMILES	H1N1 NS1A inhibition	Salmonella PhoP GFP	M. tuberculosis HTS	tuberculosis growth	inhibitors of VEEV	others
Cc1ccccc1NC(=O)/C(=C\c1cccs1)NC(=O)c1ccccc1	8%	9%	-10%	0%	5.6%
COCCNC(=O)Cn1ccc2cc(S(=O)(=O)N3CCCCC3)ccc21	5%	13%	-2%	-6%	3.8%
O=C(COC(=O)C1C2CC3OC(=O)C1C3C2)Nc1ccc(F)cc1 (stereo not given)	3%	-1%	5%	-6%	2.5%
N=c1sccn1CC(=O)Nc1ccc(S(=O)(=O)N2CCOCC2)cc1	5%	-6%	5%	-3%	0.3%
Cc1cc(C)c(SCCc2ccncc2)c(C)c1	-5%	-2%	3%	23%	1.3%
Cc1nn(-c2ccccc2)c2c1C(c1ccc3c(c1)OCO3)SCC(=O)N2 (stereo not given)	-3%	-14%	4%	13%	0.4%
O=C(C1=C(O)C(=O)N(c2ncccn2)C1c1cccc(Cl)c1)c1ccco1 (stereo not given)	-7%	10%	2%	6%	1.2%
CCOC(=O)N=Nc1c(O)n(C)c2ccccc12	-5%	-2%	2%	4%	2.2%
Nc1ccn(Cc2ccc(F)cc2)n1	-4%	7%	44%	2%	0.6%
CCOC(=O)CC1C(=O)NCCN1C(=O)c1cc2c(=O)n3ccccc3nc2s1 (stereo not given)	.	-9%	4%	2%	.
COc1ccc(CCNC(=O)COC(=O)C23CC4CC(CC(C4)C2)C3)cc1	10%	-13%	4%	30%	0.8%
Cc1ccc(Cl)cc1NC(=O)COC(=O)c1ccc(N2CCCC2)c([N+](=O)[O-])c1	.	-5%	5%	7%	.
CCCCC[n+]1ccn(C2=C([O-])c3ccccc3C(=O)/C2=N\S(=O)(=O)c2ccc(Cl)cc2)c1	-22%	6%	11%	25%	4.5%
Cc1cc(C)n(-c2ccc(C(=O)OCC(=O)Nc3ccccc3[N+](=O)[O-])cc2)n1	18%	-24%	0%	40%	i
CCOc1ccc2[nH]c(C(=O)N/N=C/c3ccc(OC)cc3)cc2c1	2%	8%	2%	-5%	i
O=C(Nc1nnc(-c2ccccn2)o1)c1cccc(Cl)c1	-4%	114µM*	?	i	i
Cn1c(=O)n(C)c2cc(S(=O)(=O)NCCOCCO)ccc21	4%	2%	-4%	-9%	i
O=C(NCc1nnc2n1CCCCC2)c1ccc(Cl)cc1Cl	-15%	2%	4%	25%	1.9%
O=[N+]([O-])c1c(NCCCO)cc(Sc2nc3ccccc3s2)c2nonc12	-5%	-15%	?	?	i
CC(=O)NC(=O)NC(C)Cc1ccccc1 (stereo not given)	-18%	10%	-7%	-1%	1.0%
COC(=O)/C=C(\C)NC(=O)c1cccs1	5%	-11%	-7%	6%	i	inhibitors of VEEV 10K pilot screen=0.1
S=C(Nc1ccccc1)Nc1ccc(Cl)cc1Cl	8%	-2%	-5%	?	i
COc1ccc2ccccc2c1/C=N/O	-6%	1%	?	13%	6.2%
COCCCn1c(SCC(=O)N2CCc3ccccc32)nnc1-c1ccco1	-9%	-3%	-9%	-1%	8.0%
CCC(=O)c1ccccc1OCCCn1cncn1	19%	12%	-6%	-14%	0.6%
COc1ccccc1NC(=O)CSc1nc(O)cc(=O)n1-c1ccccc1OC	-5%	13%	-1%	28%	4.6%
CCOc1ccc(NC(=O)CSc2nnc(CNC(=O)c3ccco3)o2)cc1	9%	-4%	?	4%	0.4%
SMILES	H1N1 NS1A inhibition	Salmonella PhoP GFP	M. tuberculosis HTS	tuberculosis growth	inhibitors of VEEV	others
O=P1(Nc2ccc(F)cc2)COc2ccccc2OC1	2%	3%	2%	-1%	0.6%
O=[N+]([O-])c1cc(Cl)c(Cl)cc1Cl	-8%	.	-2%	-6%	i
O=C(CSc1ccccn1)Nc1nc2ccccc2s1	4%	-9%	-2%	30%	6.6%
Cc1csc(SCC(=O)NC(=O)c2ccccc2)n1	1%	-6%	-3%	1%	2.6%
COC(=O)c1c(NC(=O)CSc2nc3ccccc3c(=O)n2Cc2ccco2)sc(C)c1C	-4%	4%	-6%	5%	i
Cc1cc(C)c2c(-c3ccc(F)cc3)c(C#N)c(=O)n(C)c2n1	-7%	4%	3%	-5%	0.8%
O=C(c1cc(-c2ccc(Br)cc2)nc2ccccc12)N1CCC1	12%	-1%	?	57%	7.2%
Cc1cccc(N=Nc2c(N)n[nH]c2N)c1	-7%	-1%	68%	13%	0.8%
CCOc1c(CNCc2ccc(C(=O)O)cc2)cccc1OC	-6%	-4%	-10%	-6%	0.5%
CN(NC1OC(=O)c2ccccc21)c1c([N+](=O)[O-])cc(C(F)(F)F)cc1[N+](=O)[O-] (stereo not given)	-4%	7%	-9%	-3%	0.2%
CCCC[C@@H]1CNC(=S)N1CCCc1cc(OC)c(OC)c(OC)c1	-1%	8%	4%	-11%	i	inhibitors of VEEV 10K pilot screen=0.0
O=C1c2cnc3ncnn3c2CC2c3ccccc3CCN12 (stereo not given)	-6%	3%	-3%	-15%	1.5%
CCOC(=O)C1=C(Cn2cnc3ccccc32)NC(=O)NC1c1ccc(OC)cc1 (stereo not given)	4%	-1%	-4%	19%	0.7%
CCOc1ccc(Cl)cc1CSc1n[nH]c(CC)n1	-2%	3%	1%	5%	1.2%
O=C(NCC1(c2ccccc2)CCCC1)C(=O)N1CCOCC1	3%	7%	-6%	-8%	5.8%
O=C(Oc1ccc(N(Cc2cccs2)C2=NS(=O)(=O)c3ccccc32)cc1)c1ccccc1	9%	10%	-3%	-2%	5.4%
COC(=O)[C@]1(C)N[C@H](CN(C)C(=O)Nc2ccc(F)cc2)[C@@H]2C(=O)N(C)C(=O)[C@@H]21	2%	.	0%	-3%	i
COCCCNC(=O)COc1ccc2oc3c(c2c1)CCCC3	-2%	8%	-3%	?	1.1%
Cc1cccc(OCCSc2nncn2C)c1	0%	0%	-8%	2%	0.7%
COc1ccc(N/N=C(/C#N)S(=O)(=O)C(C)(C)C)cc1	2%	-4%	-3%	3%	0.2%
O=S(=O)(c1ccc2c(c1)OCCO2)N1CCN(S(=O)(=O)c2ccccn2)CC1	-5%	.	4%	6%	3.6%
COc1ccccc1NS(=O)(=O)c1cc(NC(=O)Nc2ccc(Cl)cc2Cl)ccc1N1CCCCC1	-3%	-1%	7%	26%	i
CCCn1c(SCC(=O)NCCc2ccccc2)nnc1C(C)C	1%	3%	-1%	-9%	i
C=CCOc1c(Br)cc(CNc2ccc(NC(=O)C(C)C)c(OC)c2)cc1OC	13%	-10%	-5%	15%	1.6%
CS(=O)(=O)n1nc(NCc2cccs2)nc1NCc1cccs1	7%	-8%	0%	0%	1.6%
SMILES	H1N1 NS1A inhibition	Salmonella PhoP GFP	M. tuberculosis HTS	tuberculosis growth	inhibitors of VEEV	others
COC(=O)C1=CN(CCOC23CC4CC(CC(C4)C2)C3)C=C(C(=O)OC)C1c1ccsc1	-1%	1%	3%	33%	4.3%
CCOC(=O)CCc1n[nH]c(=O)[nH]c1=O	1%	-3%	2%	0%	1.0%
COc1cc(OC)cc(-c2c(-c3ccc(F)cc3)c3cc(-c4ccc(SC)cc4)ccc3n2C)c1	2%	.	-3%	-21%	0.3%
O=C(Cn1cc2c(n1)CCCC2)NCCCN1CCN(Cc2ccccc2)CC1	0%	-3%	0%	28%	0.3%
Cc1ccc(-n2cnc3ncnc(-c4ccccc4)c32)cc1	3%	-7%	-12%	18%	0.3%
Cc1ccc(N2C(=O)C(NC(=O)c3ccccc3)(C(F)(F)F)C3=C2CC(C)(C)CC3=O)cc1 (stereo not given)	-8%	-2%	-4%	-5%	i
COc1ccc(CCNC(=O)c2c(C)cc(=O)oc2C)cc1OC	-4%	-1%	3%	-14%	2.9%
O=C(/C=C/c1ccccc1Cl)Nc1cccnc1	-1%	3%	3%	27%	1.1%
O=C(CN1CCOCC1)Nc1nc2cc([N+](=O)[O-])ccc2s1	-2%	-4%	-4%	18%	0.1%
COc1ccccc1C(=O)N(Cc1sccc1C)C1CCS(=O)(=O)C1 (stereo not given)	-4%	2%	-8%	-3%	i
O=C(CCNS(=O)(=O)c1ccccc1C(F)(F)F)NC1CCCCCC1	-4%	.	.	.	0.7%
Cc1cccc(C(=O)NC(=S)Nc2ccc(Cc3ccncc3)cc2)c1	-12%	-9%	3%	?	3.4%
Cc1ccc(S(=O)(=O)NNC(=O)C(=O)NNc2ccccn2)cc1	11%	1%	-4%	3%	2.3%
CCCCCNC(=O)C1c2ccccc2Oc2ccccc21	-23%	-8%	-3%	5%	i
COc1cccc(NC(=O)Nc2ccc3nc(C)c(C)nc3c2)c1	2%	-1%	-10%	-6%	2.0%
COc1ccc(OC)c(NC(=O)CN(c2ccc(C)cc2)S(=O)(=O)c2c(C)n[nH]c2C)c1	10%	2%	9%	5%	9.1%
O=C1CNC(=O)/C1=C\N1CCN(C(c2ccccc2)c2ccccc2)CC1	6%	1%	-10%	-16%	i

Bioassay records (PubChem)
